GluA2 TARP mod: modulators of AMPA receptor GluA2-stargazin complexes | actives 3.5% (n = 40,000) | calls only at 30 µM | HEK293 GluA2+stargazin, membrane potential dye (FDSS), glutamate EC50; hits were called plate by plate, in both directions | AID 1259245 | O88602+P19491;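 active = any of four per-well response measures lying three or more SD from its plate-wide compound average, in either direction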
GluA2 TARP mod agonism max-min: second read-out of GluA2 TARP mod, no call of its own (marks repeat the call); compound max-min signal; compound-alone response (agonism);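 unitless range of fluorescence divided by baseline over first 100 seconds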
GluA2 TARP mod glutamate slope: also measured in GluA2 TARP mod; calls as there; glutamate slope, % of max; measured here: glutamate response slope, % max;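 scaled per plate between vehicle wells and maximal 1 mM glutamate control wells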
Active calls of the source: *; i = inactive. Some of the compounds tested (hit frequency here may not be typical).

1	COc1ccc2sc(N(CCN3CCOCC3)C(=O)Cc3ccc(F)cc3)nc2c1
2	NCC#CCN1CCc2ccccc2C1
3	c1ccc(CC2CNCCO2)cc1 (stereo not given)
4	Fc1ccccc1C1CCNC1 (stereo not given)
5	COc1ccc(Cn2c(N)c(C(=O)NCC(C)C)c3nc4ccccc4nc32)cc1OC
6	Cc1ccc(CN2CCNCC2CCO)cc1 (stereo not given)
7	COC(=O)C1C2c3ccccc3OC1(C)N=C1SCC(=O)N12 (stereo not given)
8	COc1ccc(OC)c(/C=C2\Oc3cc(OC(=O)N(C)C)ccc3C2=O)c1
9	NCC#CCN1CCCCC1
10	CC(=O)Nc1ccc(OC(=O)N2CCCCC2)cc1

screen / no.	1	2	3	4	5	6	7	8	9	10
GluA2 TARP mod	i	i	i	i	i	i	i	i	i	i
GluA2 TARP mod agonism max-min	0.036	0.038	0.035	0.042	0.14	0.074	0.031	0.16	0.037	0.049
GluA2 TARP mod glutamate slope	26	44	45	50	63	57	46	63	44	53

Another view of four compounds above:
#6 Cc1ccc(CN2CCNCC2CCO)cc1 (stereo not given)
- GluA2 TARP mod: i
- GluA2 TARP mod agonism max-min: 0.074
- GluA2 TARP mod glutamate slope: 57

#7 COC(=O)C1C2c3ccccc3OC1(C)N=C1SCC(=O)N12 (stereo not given)
- GluA2 TARP mod: i
- GluA2 TARP mod agonism max-min: 0.031
- GluA2 TARP mod glutamate slope: 46

#8 COc1ccc(OC)c(/C=C2\Oc3cc(OC(=O)N(C)C)ccc3C2=O)c1
- GluA2 TARP mod: i
- GluA2 TARP mod agonism max-min: 0.16
- GluA2 TARP mod glutamate slope: 63

#9 NCC#CCN1CCCCC1
- GluA2 TARP mod: i
- GluA2 TARP mod agonism max-min: 0.037
- GluA2 TARP mod glutamate slope: 44

The results go on.
11	CCOc1ccc2nc(N(CCN3CCOCC3)C(=O)Cc3ccccc3)sc2c1
12	NCC1(c2ccc(F)cc2)CCOCC1
13	O=C(Cc1cccs1)N1CCN(Cc2nnnn2-c2ccc(F)c(F)c2)CC1
14	O=C(NCC1CCN(C(=O)Oc2ccccc2)CC1)Nc1ccccc1
15	CN(C)C(=O)Oc1ccc2c(c1)O/C(=C\c1ccccc1Cl)C2=O
16	Cc1ccc(CNCCc2c(C)[nH]c3ccc(C)cc23)cc1
17	O=C(CCCS(=O)(=O)c1ccccc1)Nc1ccc(Cl)cc1C(=O)c1ccccc1
18	CCOCCCNC(=O)c1c(N)n(Cc2ccccc2OC)c2nc3ccccc3nc12
19	Cc1c(Cl)ccc2sc(NC(=O)c3cc(C)n(C(C)C)n3)nc12
20	O=S(=O)(c1ccccc1)N1CCN(c2cccc(C(F)(F)F)c2)CC1
21	CC(C)OCCCn1c(N)c(C(=O)OCC2CCCO2)c2nc3ccccc3nc21 (stereo not given)
22	CCOCCCNC(=O)c1c(N)n(Cc2ccc(OC)cc2)c2nc3ccccc3nc12

screen / no.	11	12	13	14	15	16	17	18	19	20	21	22
GluA2 TARP mod	i	i	i	i	i	i	i	i	i	i	i	i
GluA2 TARP mod agonism max-min	0.044	0.049	0.05	0.067	0.089	0.068	0.081	0.15	0.1	0.072	0.12	0.14
GluA2 TARP mod glutamate slope	48	48	54	33	58	22	80	63	66	54	38	56

Source: PubChem BioAssay (Vanderbilt High Throughput Screening Facility)
